Screening results deposited in PubChem by several laboratories.
Calb biofilm kill: kills Candida albicans biofilms | C. albicans biofilm + clotrimazole, Alamar Blue | inhibition, % at 6 µM | 0.14% of 85,000 active;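 active = inhibition above 20%; inactive = inhibition below 20%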;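 also: preformed 24 hr biofilms exposed to compound for 48 hr; 0% = biofilm without compound and 100% = blank killed by clotrimazole plus chlorhexidine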
CD11b adhes inh: blocks human CD11b/CD18 adhesion to fibrinogen; P05107+P11215; inhibition, % at 10 µM; 0.54% of 93,000 active; K562 CD11b/CD18 adhesion to fibrinogen, ATPlite luminescence; Mn2+ added to activate the integrin;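 active = primary inhibition of 50% or more at 10 µM, then 40% or more on retest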; also: some results filed as inactive read as strong as hits
ERb SRC1 inh: blocks coactivator binding to human estrogen receptor beta; inhibition, % at 25.6 µM; Q92731; 1.3% of 86,000 active; TR-FRET ER-beta LBD / SRC1-Cy5 peptide binding; receptor agonist-loaded with 1 µM estradiol;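 active = compounds whose percent inhibition of the receptor-coactivator binding signal exceeds about 50% in the single-dose screen, limit read from the data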;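 also: 0% = receptor plus peptide wells without compound and 100% = peptide-only wells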
Target sequence (Q92731 whole entry, looked up, the tested form may be a part): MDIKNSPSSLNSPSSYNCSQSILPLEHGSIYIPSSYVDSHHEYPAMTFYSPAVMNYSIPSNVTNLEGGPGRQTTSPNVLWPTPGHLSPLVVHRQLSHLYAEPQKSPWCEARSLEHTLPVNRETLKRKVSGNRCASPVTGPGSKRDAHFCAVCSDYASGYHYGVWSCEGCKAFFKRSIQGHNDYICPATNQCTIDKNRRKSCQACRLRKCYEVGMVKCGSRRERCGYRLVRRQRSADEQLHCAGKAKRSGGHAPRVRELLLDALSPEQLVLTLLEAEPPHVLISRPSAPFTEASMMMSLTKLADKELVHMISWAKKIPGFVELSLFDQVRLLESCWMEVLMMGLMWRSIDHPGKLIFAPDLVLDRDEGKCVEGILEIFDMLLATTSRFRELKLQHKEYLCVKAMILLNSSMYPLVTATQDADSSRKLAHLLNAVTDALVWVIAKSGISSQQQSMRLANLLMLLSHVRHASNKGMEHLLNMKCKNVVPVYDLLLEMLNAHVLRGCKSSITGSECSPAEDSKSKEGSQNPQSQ
sEH activator: activators of human soluble epoxide hydrolase | P34913 | purified human sEH enzymatic activity, activator screen | activation, % at 2 µM | 0.04% of 91,000 active; in the data active = activation above about 37%; also: values of inactives mirror those of a sister screen read the other way
ERa SRC1 pot: enhances coactivator binding to human estrogen receptor alpha. 1.3% of 86,000 active. TR-FRET ERalpha-LBD/SRC-Cy5 coactivator binding, 2 h; 100 = basal binding, no effect. AID 639. P03372. coactivator binding (% of control), % at 25.6 µM; in the data active = activity above about 200%;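 also: binding measured in presence of low estradiol as agonist stimulus; 0% = peptide alone without receptor and 100% = receptor with peptide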
MT1-MMP txn act: MT1-MMP promoter transcription activation. HT1080 MT1-MMP promoter luciferase reporter, luminescence, overnight; active compounds read high. activation factor at 10 µM. 0.16% of 86,000 active. AID 750;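 active = activation factor of at least 2 for MT1-MMP transcription at 10 µM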
sEH inhibitor: inhibitors of human soluble epoxide hydrolase; recombinant human sEH enzymatic activity assay; inhibition, % at 2 µM; 0.34% of 91,000 active; in the data active = inhibition above about 80%; also: values of inactives mirror those of a sister screen read the other way; many of its hits are not listed in these tables
Mac1 fbg enh: increases human CD11b/CD18 adhesion to fibrinogen | AID 1499 | 0.07% of 93,000 active | activation, % at 10 µM | K562 CD11b/CD18 adhesion to fibrinogen, ATPlite luminescence;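 active = 10 µM primary screen giving 50% or more activity, confirmed by 40% or more on retest at that dose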; also: strong numbers were not always called active; reference of the scale not given here
Smad3 FoxH1 inh: blocks human Smad3 binding to FoxH1 peptide; P84022; AID 630; inhibition, % at 25 µM; 0.29% of 88,000 active; TR-FRET Smad3/Dy647-FoxH1 peptide binding, europium anti-His;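 active = compounds that reduce the energy-transfer binding signal between the protein and its labelled peptide by more than half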;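 also: 0% = Smad3 plus labelled peptide maximal FRET and 100% = peptide-only background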
Target sequence (P84022 whole entry, looked up): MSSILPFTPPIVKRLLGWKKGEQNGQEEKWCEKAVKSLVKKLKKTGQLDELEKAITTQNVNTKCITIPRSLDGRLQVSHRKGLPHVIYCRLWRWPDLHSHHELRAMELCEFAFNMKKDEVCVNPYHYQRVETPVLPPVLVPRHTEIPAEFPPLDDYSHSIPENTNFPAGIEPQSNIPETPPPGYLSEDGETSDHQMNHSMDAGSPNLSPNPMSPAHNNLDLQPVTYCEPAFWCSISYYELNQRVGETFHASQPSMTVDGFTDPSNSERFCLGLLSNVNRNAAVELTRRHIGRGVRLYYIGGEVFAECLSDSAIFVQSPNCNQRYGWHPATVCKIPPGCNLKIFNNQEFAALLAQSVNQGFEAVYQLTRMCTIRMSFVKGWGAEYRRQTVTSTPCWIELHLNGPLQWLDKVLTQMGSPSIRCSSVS
Starred values were filed as active, the others as inactive; nt = no result given; & = joins results of further samples; [ ] = dose if it differs, or a comment. Not all compounds are listed, so the mix of outcomes need not match the whole.

SMILES	Calb biofilm kill	CD11b adhes inh	ERb SRC1 inh	sEH activator	ERa SRC1 pot	MT1-MMP txn act	sEH inhibitor	Mac1 fbg enh	Smad3 FoxH1 inh
O=C(O)c1cccc(NC(=O)c2ccc3c(c2)C(=O)N(CC2CCCO2)C3=O)c1 (stereo unspecified)	4	-22	15	-3	93	1.4	0	1	-2
CC(C)(C)c1nc(NCC2CCCO2)c2nnn(Cc3ccccc3)c2n1 (stereo unspecified)	8	-8	-5	-4	102	1.2	5	-1	1
CC1(C)CC(=O)C2=C(C1)N(CC1CCCO1)C(=O)C2(NC(=O)c1cccnc1)C(F)(F)F (stereo unspecified)	7	-26	-4	11	105	0.9	-10	1	0
COC(=O)c1ccc(NC(=O)c2ccccc2NS(C)(=O)=O)cc1	9	33	2	-4	102	1.2	6	-5	-7
CC(C)OC(=O)CCC(=O)Nc1nc2ccccc2s1	9	12	5	1	99	1.5	-2	-3	0
Cc1ccc(CNC(=O)[C@@H]2CCC(=O)N2Cc2ccco2)cc1	1	8	-1[fluorescence artefact?]	4	123	1.1	-6	-5	4
O=C(NC1=NCCS1)c1cc2ccccc2o1	5	27	23	-4	98	nt	4	-5	10
NNC(=O)CN1C(c2cccc(Cl)c2)=Nc2ccc(Br)cc2C1c1ccccc1 (stereo unspecified)	nt	5	nt	-3	nt	nt	4	-2	nt
Cc1nn(-c2ccccc2)c2sc(C(=O)C(C#N)c3ccccn3)cc12 (stereo unspecified)	13	10	93*[fluorescence artefact?]	nt	23[fluorescence artefact?]	1.1	nt	114	-1
CCOC(=O)C1CCN(c2cc(=O)n(C3CCCCC3)c(=O)[nH]2)CC1	9	-5	-6	2	106	1	-1	-2	2
O=C(Nc1cccn(Cc2ccc(F)cc2)c1=O)NC1CCCCC1	5	nt	-11	-16	108	1.3	14	nt	-2
COC(=O)c1c(CSc2ccc(Cl)cc2)noc1C(=O)NCc1ccco1	nt	-4	nt	9	nt	nt	-8	2	nt
O=C(NC1CCCCCCC1)c1ccc(CNc2c(N3CCOCC3)c(=O)c2=O)cc1	7	-1	-7[fluorescence artefact?]	nt	104	1.3	nt	-2	-4
O=[N+]([O-])c1ccc(/C=N/Nc2nc(N3CCCCCC3)nc(N3CCCCCC3)n2)o1	8	nt	96*[fluorescence artefact?]	15	80[fluorescence artefact?]	1.2	-12	nt	14
CCC(=O)N1CCc2cc(S(=O)(=O)NCCN3CCCCC3CC)ccc21 (stereo unspecified)	-1	19	-1	-11	95	nt	9	-2	2
CN(C)c1ccc(CN2CCCCCC2)cc1	6	4	9	nt	96	1.1	nt	-2	11
COc1cc(C(=O)Nc2sc3c(c2C#N)CCN(C(C)=O)C3)cc(OC)c1OC	10	-4	0[fluorescence artefact?]	15	99[fluorescence artefact?]	nt	-16	-3	-3
CCCCOC(=O)CSCC(=O)Nc1cc(C)on1	3	9	7	0	89	1.1	-1	6	9
O=C(O)CCc1ccc(-c2ccc(Cl)cc2)o1	3	0	-6	11	92	1.1	-13	1	3
C=CCn1c(=O)n2ncnc2c2c3c(sc21)CCCC3	3	-1	16[fluorescence artefact?]	-7	99	1	6	-1	5
COc1cccc(NC(=O)CSc2nnc(C)s2)c1	1	-9	-6	6	102	1.4	-9	4	-2
CCC(C)(C)n1nnnc1CN(Cc1cc2cc(OC)c(OC)cc2[nH]c1=O)C1CCCC1	6	5	9[fluorescence artefact?]	2	111	1.1	-4	-2	-7
CC1(C)CC(O)(CCNCc2ccc3c(c2)OCO3)CCO1 (stereo unspecified)	-1	-32	-1	-8	96	1.2	10	-3	-3
O=c1cc(-c2ccc3c(c2)OCO3)oc2ccccc12	0	-24	3[fluorescence artefact?]	nt	151	1.7	nt	2	-9
CCOC(=O)N1CCN(C(c2ccc(C(C)C)cc2)c2sc3nc(C)nn3c2O)CC1 (stereo unspecified)	3	-10	1[fluorescence artefact?]	nt	95	1.1	nt	1	-6
CCOc1ccc(NC(=O)Cn2nnc(-c3ccccc3NC(=O)CC)n2)cc1	1	23	-13	-28	117	1	27	-2	4
CC(C)Cn1c(SCC(=O)c2ccc(Cl)s2)nnc1-c1ccco1	5	1	2	-5	59	1.2	4	4	7
Cc1sc2nc(CN3CCCC3)nc(N3CCN(S(=O)(=O)c4cccs4)CC3)c2c1C	6	-6	-5	-14	128	1.2	18	3	14
CCCc1nnc(NC(=O)CN2C(=O)C3C4C=CC(C4)C3C2=O)s1 (stereo unspecified)	3	nt	-3	-8	110	1.2	6	nt	6
Cc1cc(C)c(C#N)c(N2CCOCC2)n1	-4	nt	-2	13	108	1.2	-9	nt	-10
O=C(c1ccco1)N1CCCSC1=Nc1ccccc1	7	1	-8	-28	107	1.2	28	1	-9
CCC(c1nnnn1CCc1ccccc1)N1CCN(C(=O)c2ccco2)CC1 (stereo unspecified)	9	-5	1[fluorescence artefact?]	nt	124	1	nt	2	6
O=C(COc1ccc2ccccc2c1)N1CCN(C(=O)c2cccnc2)CC1	7	nt	0	14	101	1.1	-15	nt	8[fluorescence artefact?]
Cc1cccc(NC(=S)NNC(=S)NCc2ccccc2)c1	-2	-10	-2	17	97	nt	-17	-2	-9
COc1nc(-c2ccccc2)ccc1-c1noc(-c2ccc(F)cc2)n1	-3	-2	-1	nt	126	1.2	nt	69	-8
COc1cccc(Nc2nc(-c3ccc4c(c3)OCCO4)cs2)c1	2	10	-4	0	97	1.4	-1	0	7
Cc1cc(C)c(C#N)c(SCCS(=O)(=O)Cc2ccccc2)n1	6	-6	13[fluorescence artefact?]	2	101	1.1	-3	2	-2
COc1ccc(-c2cc(NCCc3ccncc3)n3ncnc3n2)cc1	6	8	2	nt	106	1.1	nt	0	7
Cn1c(=O)[nH]c(=O)c2c1nc(OC(=O)c1ccccc1)n2CC(O)COc1ccc(F)cc1 (stereo unspecified)	-2	-2	-10	-8	99	0.9	8	-5	-5
Brc1ccc2oc3c(N4CCOCC4)ncnc3c2c1	7	-10	-8	nt	119	1.8	nt	1	-1

Part of the list above, with two lines to a compound.
Results follow in this order: Calb biofilm kill, CD11b adhes inh, ERb SRC1 inh, sEH activator, ERa SRC1 pot, MT1-MMP txn act, sEH inhibitor, Mac1 fbg enh, Smad3 FoxH1 inh
- Cc1sc2nc(CN3CCCC3)nc(N3CCN(S(=O)(=O)c4cccs4)CC3)c2c1C
  6, -6, -5, -14, 128, 1.2, 18, 3, 14
- CCCc1nnc(NC(=O)CN2C(=O)C3C4C=CC(C4)C3C2=O)s1 (stereo unspecified)
  3, nt, -3, -8, 110, 1.2, 6, nt, 6
- Cc1cc(C)c(C#N)c(N2CCOCC2)n1
  -4, nt, -2, 13, 108, 1.2, -9, nt, -10
- O=C(c1ccco1)N1CCCSC1=Nc1ccccc1
  7, 1, -8, -28, 107, 1.2, 28, 1, -9

(continued)
SMILES	Calb biofilm kill	CD11b adhes inh	ERb SRC1 inh	sEH activator	ERa SRC1 pot	MT1-MMP txn act	sEH inhibitor	Mac1 fbg enh	Smad3 FoxH1 inh
Cc1ccc(NCC(O)C(O)C(O)CO)cc1C (stereo unspecified)	7	nt	-5[fluorescence artefact?]	-9	100	1	12	nt	6
O=S(=O)(N1CCOCC1)n1c(Cc2ccccc2)nc2ccccc21	2	nt	1	2	100	1.4	-4	nt	-6
Cc1ccc(CSc2nc3c(c(=O)[nH]2)C(c2ccncc2)C2=C(CCCC2=O)N3)cc1 (stereo unspecified)	5	nt	-7	1	111	1	3	nt	-2
COc1ccc(CNC(=O)c2ccc(=O)oc2)cc1OC	4	2	8[fluorescence artefact?]	8	112	1.1	-10	-8	11
Cc1c(C(=O)N2CCOCC2)[nH]c2c1C(=O)CC(c1ccccc1Cl)C2 (stereo unspecified)	8	10	4	6	91[fluorescence artefact?]	0.7	-6	-4	3
Cc1cc(C)nc(N2CCCC(C(=O)Nc3ccc4c(c3)OCCO4)C2)n1 (stereo unspecified)	6	-18	18[fluorescence artefact?]	-54	160[fluorescence artefact?]	1.2	54	0	5
COc1cc(CN2CC(C)OC(C)C2)cc(OC)c1 (stereo unspecified)	7	nt	-3	-7	110	1	7	nt	8
CCCCn1c(=N)n(CC(O)COc2ccccc2)c2ccccc21 (stereo unspecified)	-5	40	3	-3	116	1.2	3	3	5
Cc1ccc(C(C(=O)NC(C)(C)C)N(C(=O)c2csnn2)c2cccc(F)c2)o1 (stereo unspecified)	9	-2	5	4	118	1.2	0	0	5
Cc1ccc(OCC(=O)Nc2cccc(O)c2)cc1C	9	21	-1	-14	105	0.9	11	0	-15
N#Cc1cc([N+](=O)[O-])ccc1Oc1cccc(/C=N/NC(=O)c2ccc(Cl)cc2)c1	nt	4	nt	-16	nt	nt	18	-3	nt
O=C(CCOc1ccccc1)Nc1ccc(S(=O)(=O)N2CCCC2)cc1	nt	6	-17	-19	103	1	19	-2	6
CCOC(=O)C1CCCN(CCCc2ccccc2)C1 (stereo unspecified)	7&6	-2	4&-20	-3&4	117&103[fluorescence artefact?]	1.1&1.1	0&-2	-2	-7&3
COCCOC(=O)C1=C(C)N(Cc2ccccc2)C(=O)NC1c1cccc(OC)c1OC (stereo unspecified)	4	-4	-2	3	101	1	-5	0	5
Nc1nc(N)c2sc3nc4c(cc3c2n1)CCC4	nt	-21	nt	2	nt	1.5	1	1	nt
Cc1c(CCO)c(=O)[nH]n1C(=O)c1c(F)cccc1F	nt	-31	nt	10	nt	nt	-11	4	nt
COc1cc(Nc2ccc(C)cc2)c([N+](=O)[O-])nc1[N+](=O)[O-]	6	nt	10	18	82	1.3	-14	nt	-2
CCCOc1ccc(N2C(=O)CC(N(C(=O)c3ccco3)c3ccc(OCCC)cc3)C2=O)cc1 (stereo unspecified)	5	-52	-2	-12	106	1	12	12	2
COCCn1nnnc1CN1C2CCCC1CC(NC(C)=O)C2 (stereo unspecified)	5	-21	1	-5	99	1	7	4	0
CC(=O)NCCc1cc2ccc(C)c(C)c2[nH]c1=O	0	-57	3	nt	48	1	nt	-4	-7
COc1ccc(S(=O)(=O)NC2CCCCC2)cc1C	6	-6	-2	11	99	1.1	-11	0	-7
COc1ccccc1N1CCN(C(=O)CSc2nnc3n2C(C)(C)Cc2ccccc2-3)CC1	6	24	-2	9	104	1	-12	-4	4
FC(F)Sc1ccc(NC(=S)NC2CCC(NC(=S)Nc3ccc(SC(F)F)cc3)CC2)cc1 (stereo unspecified)	nt	3	nt	-51	nt	nt	50	-3	nt
O=C(c1ccco1)N1CCN(C(=O)C2CCN(S(=O)(=O)Cc3ccccc3)CC2)CC1	-4	-3	19	-1	130[fluorescence artefact?]	1.2	2	-2	25
CCOC(=O)C1=C(c2ccccc2)NC(SCC(=O)NC2CCCCC2)=C(C#N)C1c1ccco1 (stereo unspecified)	1	3	13[fluorescence artefact?]	-4	364*[fluorescence artefact?]	1	8	-2	3
Cn1c(/C(C#N)=C(\O)CN2CCN(Cc3ccccc3)CC2)nc2ccccc21	5	-6	-4	0	93	1.1	3	2	-2
COc1ccc(N2CCSC2C(=O)NN)cc1 (stereo unspecified)	-1	nt	-6	10	111[fluorescence artefact?]	1.1	-4	nt	-13
Cc1nc2ccc(C(=O)N3CCN(c4ccccn4)CC3)cc2s1	6	-12	3	-3	105	1	3	0	15
O=C(NC1CCS(=O)(=O)C1)N1CCCCC1 (stereo unspecified)	4	-3	-4	6	91	1.2	-6	0	2
Cc1sc2ncnc(Sc3nnnn3-c3ccccc3)c2c1C	4	0	9[fluorescence artefact?]	-9	202*[fluorescence artefact?]	1.1	8	-5	-5
CCn1c(CNc2ccc(Cl)cc2)nnc1SCc1ccccc1	nt	10	nt	-4	nt	nt	3	3	nt
Cc1ccc(-c2cc(C(=O)NCC3CCCO3)no2)cc1 (stereo unspecified)	5	5	3	1	108	0.7	0	1	7

Single entries from the entries so far.
Under Smad3 FoxH1 inh, `COc1ccc(N2CCSC2C(=O)NN)cc1` (stereo unspecified) has -13
Under sEH activator, `FC(F)Sc1ccc(NC(=S)NC2CCC(NC(=S)Nc3ccc(SC(F)F)cc3)CC2)cc1` (stereo unspecified) has -51
